SW480 rereplic – inducers of DNA re-replication in SW480 colon cancer cells | SW480 DNA re-replication, Hoechst DNA content imaging, 48 h | AID 624297 | Potency, µM (top dose mostly 46.1 µM), without a hit: at the highest dose re-replication activation, hits mostly activators | 1.8% of 340,000 active; note: potency is the fitted concentration of half-maximal effect; % of control where 0% means no effect; nearly all actives have a fitted effect of over 55% in size
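First, 250 cells per well were seeded. Next, compound or vehicle (23 nL) was pinned in, plates sat 48 hr at 37 C. Finally Hoechst was added for 40 min before fluorescence scanning.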
IL1B secr inh – inhibitors of inflammasome signaling (IL-1 beta secretion); THP-1 LPS/ATP IL-1B secretion, AlphaLISA, 16 h; active compounds read low; activity change, % at 57.5 µM; 4.7% of 360,000 active; AID 743279; in the data active = activity change below about -50%; inconclusive = mostly about -30% to -49%; note: % is set by controls: 0 for no effect and ±100 for the full control effect
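THP-1 cells pretreated 1 hr with compounds (up to 57.5 uM final), then stimulated with LPS (250 ng/mL final) plus ATP (1.25 mM final); secreted IL-1B measured by AlphaLISA after 16 hr, decreased signal indicating inhibition.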
GLP-1R agonist – GLP-1 receptor (human) agonism. HEK293 GLP-1R CRE-luciferase, luminescence, 4-6 h; cells express a hypersensitive GLP-1R form. Potency, µM (top dose mostly 45.6 µM), for inactives: at the highest dose activation, hits mostly activators. 0.007% of 380,000 active; note: potency is the fitted concentration of half-maximal effect; % of control where 0% means no effect
Target sequence (P43220 whole entry, looked up): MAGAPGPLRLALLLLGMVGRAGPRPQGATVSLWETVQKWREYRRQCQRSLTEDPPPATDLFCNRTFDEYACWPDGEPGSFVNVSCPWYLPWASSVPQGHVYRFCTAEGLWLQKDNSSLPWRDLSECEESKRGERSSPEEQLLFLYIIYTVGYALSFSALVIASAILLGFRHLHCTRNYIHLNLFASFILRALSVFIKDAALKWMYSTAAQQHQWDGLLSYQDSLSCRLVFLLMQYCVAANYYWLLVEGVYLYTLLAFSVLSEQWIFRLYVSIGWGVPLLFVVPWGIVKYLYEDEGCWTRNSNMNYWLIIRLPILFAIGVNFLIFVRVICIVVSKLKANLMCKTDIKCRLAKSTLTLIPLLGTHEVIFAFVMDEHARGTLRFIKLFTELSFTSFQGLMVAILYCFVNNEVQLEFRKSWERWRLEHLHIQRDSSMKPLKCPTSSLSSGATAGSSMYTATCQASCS
DRD3 antagonist – blocks the human D3 dopamine receptor; AID 652054; D3R cells, DiscoveRx beta-arrestin luminescence, antagonist mode; active compounds read low; max response, negative = inhibition, %; 2.5% of 360,000 active; in the data active = max response below about -50%; inconclusive = no clear call, values can overlap the other calls; note: % is set by controls: 0 for no effect and ±100 for the full control effect; mostly tested at two doses, the higher about 12 µM
Target sequence (P35462 whole entry, looked up): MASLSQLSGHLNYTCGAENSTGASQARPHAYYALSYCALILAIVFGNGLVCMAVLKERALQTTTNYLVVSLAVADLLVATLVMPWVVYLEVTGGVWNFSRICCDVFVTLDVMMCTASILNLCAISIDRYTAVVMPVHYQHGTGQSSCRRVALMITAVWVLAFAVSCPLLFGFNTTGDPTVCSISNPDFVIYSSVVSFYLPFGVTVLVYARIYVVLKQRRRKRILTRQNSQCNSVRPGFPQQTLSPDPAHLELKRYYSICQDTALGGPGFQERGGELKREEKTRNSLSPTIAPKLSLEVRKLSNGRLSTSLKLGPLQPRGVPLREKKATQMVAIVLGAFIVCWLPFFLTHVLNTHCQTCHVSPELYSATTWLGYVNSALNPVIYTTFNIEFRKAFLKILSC
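Cells expressing the human receptor were seeded at 1500 cells/well, incubated overnight at 37 degrees C in 5% CO2, then exposed to library compounds with dopamine controls for 90 minutes at 37 degrees C before luminescent detection.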
HT1080NT lethal – kills 2HG-producing HT-1080-NT fibrosarcoma cells. HT-1080-NT fibrosarcoma viability, CellTiter-Glo ATP luminescence, 48 h. Potency, µM (series often up to 46.1 µM), for the others: top-dose activity, negative = less viability, usual class: cytotoxic. 1.6% of 360,000 active. AID 686970;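 note: NT is the 2HG producing partner of a matched IDH1 knockdown line; potency is the fitted concentration of half-maximal effect; 0% = DMSO-treated cells and -100% = media-only wells without cells; nearly all actives have a fitted effect of over 55% in size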
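A 48-hour cytotoxicity screen used HT-1080-NT cells plated 2 hours before compound delivery. ATP-based CellTiter-Glo luminescence measured viability, normalized to DMSO and no-cell controls.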
HT1080 IDH1KD tx – kills HT-1080 cells with IDH1 knockdown | Potency, µM (series often up to 46.1 µM), for inactives: top-dose activity, negative = toxicity, hits mostly cytotoxic | 2% of 360,000 active | HT-1080 IDH1 knockdown viability, ATP luminescence, 48 h;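 note: potency is the fitted concentration of half-maximal effect; 0% = DMSO wells and -100% = cell-free medium wells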
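Viability of IDH1-knockdown HT-1080 fibrosarcoma cells was assessed by CellTiter-Glo after 48 h at 37 °C with titrated compound; concentration-effect curves were classified by fit quality and response size.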
KB-V1 cytotox – kills drug-selected multidrug resistant KB-V1 cells; KB-V1 MDR cells viability, CellTiter-Glo, 72 h; Potency, µM (top dose mostly 46.1 µM), for the others: at the top dose activity change, negative = cytotoxicity, actives largely listed as cytotoxic; 3.4% of 400,000 active; note: potency is the fitted concentration of half-maximal effect; % is set by controls: 0 for no effect and ±100 for the full control effect; nearly all actives have a fitted effect of over 60% in size
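Cells of the MDR subline KB-V1 are plated, dosed with compound at multiple concentrations, and incubated 72 h at 37 degrees C; CellTiter-Glo is then added and luminescence read after 10 min.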
D3 ag – D3 dopamine receptor (human) agonism | max activation, % | D3R DiscoveRx beta-arrestin cells, luminescence, 90 min | P35462 | 0.58% of 410,000 active; in the data active = max activation above about 30%; note: 0% is about no effect; mostly tested at two doses, the higher about 12 µM
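Agonist mode: compounds and dopamine controls were applied to plated cells for 90 min at 37 degrees C after an overnight attachment at 1500 cells/well. Luminescent read-out followed 30 - 60 minutes at room temperature with DiscoveRx detection reagent.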
KB-3-1 tox – kills parental KB-3-1 adenocarcinoma cells. KB-3-1 viability, CellTiter-Glo ATP luminescence, 72 h. Potency, µM (highest dose often 46.1 µM), without a hit: at the top dose activity change, negative = cytotoxic, most hits filed as cytotoxic. 1.4% of 400,000 active; note: potency is the fitted concentration of half-maximal effect; % is set by controls: 0 for no effect and ±100 for the full control effect; nearly all actives have a fitted effect of over 60% in size
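Using CellTiter-Glo luminescence, growth of non-resistant KB-3-1 adenocarcinoma cells is assessed 72 h after pin-tool compound addition at 37 °C. Normalized responses across the concentration series yield fitted curves.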
Starred values were filed as active, the others as inactive. Unless noted, calls come from the whole dose curve; as a rule, active = well fitted curve in the direction sought with a large enough effect; inconclusive = small, poorly fitted or top-dose-only effect, or another doubt; inactive = no such curve, though single readings can be large; an effect the other way counts as inactive or inconclusive.

What do the screens show for `CCOC(=O)Nc1ccc(C(=O)NCC2CCCO2)cc1` (stereo not drawn)?
SW480 rereplic: -10%; IL1B secr inh: 12; GLP-1R agonist: 8%; DRD3 antagonist: 3; HT1080NT lethal: 11%; HT1080 IDH1KD tx: -1%; KB-V1 cytotox: -1%; D3 ag: 2; KB-3-1 tox: 15%

What do the screens show for `COc1ccc(NC(=O)CC2Oc3ccccc3NC2=O)c(OC)c1` (stereo not drawn)?
SW480 rereplic: -2%; IL1B secr inh: 18; GLP-1R agonist: 12%; DRD3 antagonist: 2; HT1080NT lethal: 16%; HT1080 IDH1KD tx: 17%; KB-V1 cytotox: -1%; D3 ag: 2; KB-3-1 tox: 2%

Results for O=C1CCCC/C=C\C[C@H](CC(=O)N(CCO)Cc2ccccc2)C(=O)NC[C@H](c2ccccc2)O1 ?
SW480 rereplic: -2%; IL1B secr inh: -7; GLP-1R agonist: -11%; DRD3 antagonist: -22; HT1080NT lethal: 8%; HT1080 IDH1KD tx: -9%; KB-V1 cytotox: 1%; D3 ag: -8; KB-3-1 tox: -1%

How did NS(=O)(=O)c1ccc(N2N=C(c3ccccc3)CC2c2cccc(F)c2)cc1 (stereo not drawn) do in these assays?
SW480 rereplic: 4.1µM*; IL1B secr inh: inconclusive; GLP-1R agonist: -1%; DRD3 antagonist: 3; HT1080NT lethal: -4%; HT1080 IDH1KD tx: -6%; KB-V1 cytotox: inconclusive; D3 ag: -2; KB-3-1 tox: inconclusive

What do the screens show for `CCOc1ccc(-n2c(Cc3cc(=O)[nH]c(=O)[nH]3)nnc2SCC(=O)NC2CCCC2)cc1`?
SW480 rereplic: 12%; IL1B secr inh: -4; GLP-1R agonist: -2%; DRD3 antagonist: -18; HT1080NT lethal: -1%; HT1080 IDH1KD tx: 1%; KB-V1 cytotox: 0%; D3 ag: 0; KB-3-1 tox: inconclusive

What do the screens show for `CC(=O)Nc1ccc(N(CC(=O)NC2CCCC2)C(=O)CCC(=O)Nc2cc(C)on2)cc1`?
SW480 rereplic: -5%; IL1B secr inh: 14; GLP-1R agonist: 0%; DRD3 antagonist: 11; HT1080NT lethal: 11%; HT1080 IDH1KD tx: -3%; KB-V1 cytotox: -16%; D3 ag: -1; KB-3-1 tox: -4%

What do the screens show for `CCC(=O)c1c[nH]c(C(=O)NCCc2ccccn2)c1`?
SW480 rereplic: -6%; IL1B secr inh: 9; GLP-1R agonist: 2%; DRD3 antagonist: -25; HT1080NT lethal: 14%; HT1080 IDH1KD tx: 8%; KB-V1 cytotox: 8%; D3 ag: 1; KB-3-1 tox: 8%

What do the screens show for `C=CCN1C=C2C(=O)C(C)(OC(=O)CC)C(=O)C=C2C=C1CCCC` (stereo not drawn)?
SW480 rereplic: 7%; IL1B secr inh: 51; GLP-1R agonist: 0%; DRD3 antagonist: 5; HT1080NT lethal: 0%; HT1080 IDH1KD tx: 0%; KB-V1 cytotox: inconclusive; D3 ag: 16; KB-3-1 tox: inconclusive

Results for COc1cc(CCC(=O)OCC(=O)Nc2ccc(C)cc2Br)cc(OC)c1OC ?
SW480 rereplic: -9%; IL1B secr inh: -2; GLP-1R agonist: 12%; DRD3 antagonist: 9; HT1080NT lethal: 23%; HT1080 IDH1KD tx: 0%; KB-V1 cytotox: -4%; D3 ag: 2; KB-3-1 tox: -5%

How did COC(=O)Nc1ccc(OCc2ccccc2)cc1 do in these assays?
SW480 rereplic: 1%; IL1B secr inh: -3; GLP-1R agonist: 0%; DRD3 antagonist: -25; HT1080NT lethal: -10%; HT1080 IDH1KD tx: -6%; KB-V1 cytotox: -17%; D3 ag: -14; KB-3-1 tox: -2%

Results for CCOc1ccc(S(=O)(=O)NCc2ccco2)c2ccccc12 ?
SW480 rereplic: inconclusive; IL1B secr inh: 10; GLP-1R agonist: 24%; DRD3 antagonist: -9; HT1080NT lethal: -26%; HT1080 IDH1KD tx: inconclusive; KB-V1 cytotox: inconclusive; D3 ag: -5; KB-3-1 tox: 6%

What do the screens show for `O=C1CC(c2ccccc2C(F)(F)F)c2c(c3ccccc3[nH]c2=O)O1` (stereo not drawn)?
GLP-1R agonist: 1%; KB-V1 cytotox: inconclusive; D3 ag: 5; KB-3-1 tox: 18%

What do the screens show for `N#CC1=C(N)NC(SCC(=O)c2ccc(Cl)cc2)=C(C#N)C12CCCC2`?
SW480 rereplic: 14%; IL1B secr inh: -72*; GLP-1R agonist: -1%; DRD3 antagonist: 20; HT1080NT lethal: inconclusive; HT1080 IDH1KD tx: inconclusive; KB-V1 cytotox: -23%; D3 ag: 3; KB-3-1 tox: 6%

How did C=CCC1NS(=O)(=O)OC(CCCC)C1O (stereo not drawn) do in these assays?
SW480 rereplic: -7%; IL1B secr inh: 23; GLP-1R agonist: 6%; DRD3 antagonist: -2; HT1080NT lethal: 12%; HT1080 IDH1KD tx: 19%; KB-V1 cytotox: 3%; D3 ag: -11; KB-3-1 tox: 8%

How did O=C(O)C1CC(Br)C(Br)CC1C(=O)O (stereo not drawn) do in these assays?
IL1B secr inh: 12; GLP-1R agonist: -4%; DRD3 antagonist: -30; HT1080NT lethal: 7%; HT1080 IDH1KD tx: 2%; KB-V1 cytotox: 18%; D3 ag: -3; KB-3-1 tox: 14%

Results for O=C(OCCN1CCCC1)C1(c2ccccc2)CCCC1 ?
SW480 rereplic: 1%; IL1B secr inh: 0; GLP-1R agonist: 6%; DRD3 antagonist: inconclusive; HT1080NT lethal: -2%; HT1080 IDH1KD tx: -6%; KB-V1 cytotox: inconclusive; D3 ag: -22; KB-3-1 tox: -7%

What do the screens show for `Cc1occc1C(=O)N/N=C/C=C\c1ccccc1[N+](=O)[O-]`?
SW480 rereplic: 0%; IL1B secr inh: -15; GLP-1R agonist: 9%; DRD3 antagonist: -22; HT1080NT lethal: 29%; HT1080 IDH1KD tx: 19%; KB-V1 cytotox: -5%; D3 ag: -7; KB-3-1 tox: 11%

How did O=C1CC(NNC(=O)c2cccc(F)c2)C(=O)N1 (stereo not drawn) do in these assays?
SW480 rereplic: -4%; IL1B secr inh: 21; GLP-1R agonist: -3%; DRD3 antagonist: -3; HT1080NT lethal: 8%; HT1080 IDH1KD tx: 11%; KB-V1 cytotox: 26%; D3 ag: 1; KB-3-1 tox: 2%

How did Cc1ccc(S(=O)(=O)NCc2ccc(C(=O)N3CCCC3)cc2)cc1 do in these assays?
SW480 rereplic: 0%; IL1B secr inh: 6; GLP-1R agonist: 9%; DRD3 antagonist: 12; HT1080NT lethal: 0%; HT1080 IDH1KD tx: 7%; KB-V1 cytotox: inconclusive; D3 ag: 4; KB-3-1 tox: 0%

Results for CNC(=O)c1cc2cc(Cc3ccccc3Cl)ccc2oc1=O ?
SW480 rereplic: -6%; IL1B secr inh: 8; GLP-1R agonist: -5%; DRD3 antagonist: -22; HT1080NT lethal: -3%; HT1080 IDH1KD tx: 13%; KB-V1 cytotox: -9%; D3 ag: -5; KB-3-1 tox: -3%

What do the screens show for `COc1ccc([C@H]2C[C@@H](O)[C@H](n3cc(C4CC4)nn3)CN2CC2CCCCC2)cc1`?
IL1B secr inh: 84; GLP-1R agonist: 6%; DRD3 antagonist: -15; HT1080NT lethal: -3%; HT1080 IDH1KD tx: 12%; KB-V1 cytotox: 3%; D3 ag: -1; KB-3-1 tox: -26%

How did CCCCn1c(SCC(=O)N2CCCc3ccccc32)nc2c1c(=O)n(C)c(=O)n2C do in these assays?
SW480 rereplic: -6%; IL1B secr inh: 22; GLP-1R agonist: 0%; DRD3 antagonist: 29; HT1080NT lethal: 5%; HT1080 IDH1KD tx: 7%; KB-V1 cytotox: inconclusive; D3 ag: 4; KB-3-1 tox: -29%

What do the screens show for `O=C(Nc1ccc(S(=O)(=O)Nc2nccs2)cc1)c1cc(-c2ccncc2)nc2ccccc12`?
SW480 rereplic: 0%; IL1B secr inh: 0; GLP-1R agonist: -1%; DRD3 antagonist: 7; HT1080NT lethal: -13%; HT1080 IDH1KD tx: -3%; KB-V1 cytotox: 29%; D3 ag: 2; KB-3-1 tox: 1%

How did COc1ccc(Br)c(C(=O)Nn2c(C)nc3ccccc3c2=O)c1 do in these assays?
SW480 rereplic: 16%; IL1B secr inh: 18; GLP-1R agonist: -1%; DRD3 antagonist: 17; HT1080NT lethal: 0%; HT1080 IDH1KD tx: -26%; KB-V1 cytotox: -5%; D3 ag: -6; KB-3-1 tox: -21%

How did NC(=O)C1CCN(C(=O)c2ccc(Oc3ccccc3)cc2)CC1 do in these assays?
SW480 rereplic: -18%; IL1B secr inh: 21; GLP-1R agonist: -5%; DRD3 antagonist: 15; HT1080NT lethal: 4%; HT1080 IDH1KD tx: -1%; KB-V1 cytotox: 8%; D3 ag: -3; KB-3-1 tox: -23%

What do the screens show for `COc1cccc(-c2csc(NC(C)=O)n2)c1`?
SW480 rereplic: 0%; IL1B secr inh: -14; GLP-1R agonist: 0%; DRD3 antagonist: 1; HT1080NT lethal: 7%; HT1080 IDH1KD tx: 16%; KB-V1 cytotox: -4%; D3 ag: -5; KB-3-1 tox: 18%

Results for O=[N+]([O-])c1cccc(/C=N/N=C\c2ccccc2)c1 ?
SW480 rereplic: 5%; IL1B secr inh: -18; GLP-1R agonist: -2%; DRD3 antagonist: -17; HT1080NT lethal: 7%; HT1080 IDH1KD tx: 3%; KB-V1 cytotox: 30%; D3 ag: 5; KB-3-1 tox: 0%

Results for O=C(Nc1cccc2ccccc12)c1ccc([N+](=O)[O-])cc1 ?
SW480 rereplic: 6%; IL1B secr inh: -15; GLP-1R agonist: 4%; DRD3 antagonist: 3; HT1080NT lethal: -13%; HT1080 IDH1KD tx: -10%; KB-V1 cytotox: inconclusive; D3 ag: 2; KB-3-1 tox: -23%

Source: PubChem BioAssay
